# From PubChem BioAssay
# NTR1 ag: agonists of NTR1, primary screen, imaging, U2OS cells, beta-arrestin-GFP, high content (AID 493036) | Neurotensin receptor type 1 (Homo sapiens), P30989 | NTR1-U2OS beta-arrestin-GFP spot imaging, agonist mode | activation, % at 20 µM | hit rate 0.17% among 330,000;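 active = activation at or above 40% of the spot to cytoplasm intensity ratio, with at least 20 cells analyzed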;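 also: 0% = DMSO without peptide and 100% = 100 nM NTR1 peptide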
# Target sequence (P30989 whole entry, looked up): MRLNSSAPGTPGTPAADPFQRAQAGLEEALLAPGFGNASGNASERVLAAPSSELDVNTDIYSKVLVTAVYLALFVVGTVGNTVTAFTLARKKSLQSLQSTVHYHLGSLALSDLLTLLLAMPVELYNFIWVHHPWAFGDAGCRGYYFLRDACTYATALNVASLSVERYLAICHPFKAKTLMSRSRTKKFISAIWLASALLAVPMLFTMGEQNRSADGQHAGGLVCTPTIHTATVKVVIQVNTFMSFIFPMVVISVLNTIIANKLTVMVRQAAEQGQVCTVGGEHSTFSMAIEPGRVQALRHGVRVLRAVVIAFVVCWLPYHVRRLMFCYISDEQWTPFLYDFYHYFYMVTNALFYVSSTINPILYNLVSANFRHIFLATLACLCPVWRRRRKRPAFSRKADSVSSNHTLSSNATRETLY
# MgcRacGAP inhibition: MgcRacGAP GTPase-activating activity inhibitors, confirmation, biochemical, ADP Hunter fluorescence; Rac GTPase-activating protein 1 (Homo sapiens); inhibition, % at 30 µM; hits with a dose series show IC50 in µM; AID 624330, 2012; MgcRacGAP-stimulated Rac1 GTP hydrolysis, ADP Hunter fluorescence; higher % means a stronger effect; GST-tagged Rac1 F28L mutant substrate; hit rate 0.6% among 340,000;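 active = first-screen hits whose inhibition reached a set limit at any dose in the follow-up dose series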;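 also: fluorescence reports GDP produced by GAP-driven GTP hydrolysis; strong numbers were not always called active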
# NS5 inhibitors: Dengue-2 NS5 methyltransferase inhibitors, primary screen, biochemical, confirmation dose response (AID 588689); Genome polyprotein (Dengue virus type 2 (strain 16681-PDK53)); Dengue-2 NS5 methyltransferase capping enzyme assay, biochemical; higher % means a stronger effect; inhibition, % at 25 µM, or IC50 in µM where a hit was titrated; hit rate 0.3% among 340,000; in the data active = a potency from the dose series
# NTR1 ag cell count 20 µM: recorded beside NTR1 ag, whose call it bears; cell count; measured here: cell count, cytotoxicity flag
# NS5 inhibitors pilot replicate: recorded beside NS5 inhibitors, whose call it bears; inhibition, %; measured here: pilot screen replicate inhibition
# * hit, by the source's call.
SMILES,NTR1 ag,NTR1 ag cell count 20 µM,MgcRacGAP inhibition,NS5 inhibitors,others
O=C(CSc1ccccc1)NCC(c1ccco1)N1CCCCC1 (stereo not drawn),0.3,59,4%,4%,
COc1ccc(NC(=O)CN2C(=O)NC(C)(c3ccc4c(c3)OCCO4)C2=O)cc1S(N)(=O)=O (stereo not drawn),2.4,69,10%,6%,
CC(OC(=O)C1CSC2(C)CCC(=O)N12)C(=O)Nc1ccc(F)cc1 (stereo not drawn),-0.2,75,8%,-4%,
COc1ccc(CCNC(=O)c2cc(S(=O)(=O)N3CCCCCC3)ccc2OC)cc1OC,1.4,67,6%,-7%,
COc1ccccc1NC(=O)C(C)N1C(=O)C2CCCCC2C1=O (stereo not drawn),0.0,66,1%,4%,
COc1ccccc1OCC(=O)Nc1ccc(N2CCOCC2)cc1N1CCOCC1,1.2,79,4%,-2%,
C[C@@]12C(=O)N(Cc3ccco3)CC(=O)N1[C@H]1c3ccccc3OC[C@@H]1[C@@H]2c1ccccc1,-1.8,58,13%,-2%,
COc1ccccc1NC(=O)c1cccc(S(=O)(=O)N2CCN(c3ccccc3)CC2)c1,0.5,52,1%,-8%,
COc1ccccc1N(C)S(=O)(=O)c1ccc(C(=O)N(C)Cc2ccc(Cl)s2)cc1,0.5,54,5%,-3%,
CCN(CC)S(=O)(=O)c1cccc(C(=O)N[C@H](C(=O)NC2=NCCS2)C(C)C)c1,-0.3,60,-1%,-1%,
C[C@@H]1CN([C@@H](C)CO)C(=O)c2cc(NC(=O)CCC(F)(F)F)ccc2O[C@H]1CN(C)Cc1ccc(Cl)c(Cl)c1,8.8,59,0%,2%,NS5 inhibitors pilot replicate=-0.6
CC(C#N)(NC(=O)CN1CCN(S(=O)(=O)c2cc(C(F)(F)F)ccc2Cl)CC1)C1CC1 (stereo not drawn),-1.3,72,-5%,-13%,
COc1ccccc1NC(=O)c1ccc(NC(=O)c2nc3nccc(C)n3n2)cc1,0.3,78,3%,-6%,
CSCCC(NC(=O)c1ccccc1)C(=O)NCCCn1nc(C)cc1C (stereo not drawn),1.6,67,4%,-7%,
CSc1cccc(NC(=O)COC(=O)c2ccccn2)c1,-1.6,57,2%,4%,
Cc1cccc(-n2nnnc2SCC(=O)NCC2(N3CCOCC3)CCCCC2)c1C,9.1,52,8%,-4%,
N#CC1(NC(=O)COc2ccc(C(N)=O)cc2)CCCC1,-0.7,55,3%,-3%,
COc1ccccc1CNC(=O)COC(=O)Cc1ccc(Br)cc1,-0.4,78,3%,10%,
CC(=O)Nc1ccc(NC(=O)C(C)OC(=O)c2ccc(S(=O)(=O)N3CCCCCC3)cc2)cc1 (stereo not drawn),2.2,59,1%,-8%,
CC(=O)NCc1ccc(-c2csc(NC(=O)CCCc3nc4ccccc4c(=O)[nH]3)n2)cc1,3.3,103,6%,-1%,
O=S(=O)(c1ccc(Cl)nc1)N1CCOCC1,1.8,52,2%,-6%,
COc1ccc(/C=C/C(=O)OCC(=O)c2ccccc2F)cc1,4.4,57,2%,-2%,
CCC1(CC)NC(=O)N(CC(=O)N2CCc3ccccc32)C1=O,5.7,61,4%,-3%,
Cc1ccc(NC(=O)CN(C)CC(=O)N(C)Cc2ccccc2)cc1,2.8,94,-1%,0%,
C[C@H](CO)N1C[C@H](C)[C@@H](CN(C)S(=O)(=O)c2ccccc2)Oc2ccc(NC(=O)Cn3cnnn3)cc2C1=O,-2.2,56,5%,-8%,

# A draw from above in order of length of the SMILES, lowest first.
SMILES,NTR1 ag,NTR1 ag cell count 20 µM,MgcRacGAP inhibition,NS5 inhibitors,others
O=C(CSc1ccccc1)NCC(c1ccco1)N1CCCCC1 (stereo not drawn),0.3,59,4%,4%,
COc1ccccc1NC(=O)c1ccc(NC(=O)c2nc3nccc(C)n3n2)cc1,0.3,78,3%,-6%,
CC(C#N)(NC(=O)CN1CCN(S(=O)(=O)c2cc(C(F)(F)F)ccc2Cl)CC1)C1CC1 (stereo not drawn),-1.3,72,-5%,-13%,

# Continued:
SMILES,NTR1 ag,NTR1 ag cell count 20 µM,MgcRacGAP inhibition,NS5 inhibitors,others
O=S(=O)(Nc1cc(Cl)ccc1N1CCOCC1)c1ccccc1Cl,8.3,47,-5%,4%,
Cc1ccc(S(=O)(=O)NCCC(=O)OCC(=O)Nc2cccc(Cl)c2)cc1,0.8,57,-4%,3%,
O=C(Nc1ccccc1N1CCCC1)c1cc(=O)[nH]c2ccccc12,-0.9,57,4%,-3%,
O=C1c2ccc(-c3ccc(F)cc3OCc3ccccc3)cc2S(=O)(=O)c2cccc(C(=O)N3CCCC3)c21,3.4,42,6%,8%,
Cc1ccc(C(=O)Nc2nc(-c3ccco3)c(-c3ccco3)s2)o1,-0.8,67,12%,1%,
C[C@]12c3[nH]c4ccc(Cl)cc4c3CCN1C(=O)[C@@H](CC(=O)NCc1cccc(C(F)(F)F)c1)C[C@@H]2C(=O)N1CCOCC1,8.6,65,10%,7%,NS5 inhibitors pilot replicate=0.3
O=C(CN1C(=O)NC2(CCCCCC2)C1=O)NCc1ccccc1Cl,-0.1,48,4%,-3%,
CCSc1nc2cc(S(=O)(=O)N3CCOCC3)ccc2o1,0.0,54,15%,21%,
Cc1cccc(NC(=O)CN(C)CC(=O)NC(c2ccccc2)c2ccccc2)c1C,0.8,66,3%,-1%,
CC(=O)N(O)CCCCCNC(=O)CCC(=O)N(O)CCCCCNC(=O)CCC(=O)N(O)CCCCCNC(=O)CCC(=O)O,0.3,64,10%,-1%,NS5 inhibitors pilot replicate=-0.3
Cc1cc(NC(=O)COC(=O)c2ccccc2NCCO)no1,0.7,70,1%,14%,
COc1ccc(N2CCN(C(=O)c3ccc(S(=O)(=O)N4CCCCCC4)cc3)CC2)cc1,1.4,70,15%,-1%,
CC(C)(C)NC(=O)C[C@H]1C[C@H](C(=O)N2CCOCC2)[C@@]2(CCC3CCCC3)c3[nH]c4cc(-c5ccco5)ccc4c3CCN2C1=O,5.7,67,6%,-13%,NS5 inhibitors pilot replicate=-6.4
NC(=O)Nc1ccc(C(=O)OCC(=O)Nc2cccc(S(=O)(=O)NC3=NCCC3)c2)cc1,0.6,72,4%,-6%,
C[C@@H]1CN([C@H](C)CO)C(=O)c2cc(NC(=O)Nc3ccc(C(F)(F)F)cc3)ccc2O[C@H]1CN(C)S(=O)(=O)c1ccccc1,12,56,4%,-9%,
CCOc1ccccc1NC(=O)COC(=O)c1ccc2ccccc2n1,5.3,53,-1%,0%,
CCN(CC)C(=O)[C@H]1C[C@H](CC(=O)NCCc2ccccn2)C(=O)N2CCc3c([nH]c4cc(CCC(=O)N(C)C)ccc34)[C@]12C,0.4,57,11%,1%,NS5 inhibitors pilot replicate=3.7
O=S(=O)(Nc1ccc2nc(N3CCOCC3)sc2c1)c1ccccc1,-1.9,52,3%,-4%,
COc1cc(OC)cc(-c2sc3ccc(OC)cc3c2-c2ccc(OCCN3CCCCC3)cc2)c1,11,47,12%,-4%,NS5 inhibitors pilot replicate=3.3
Nc1nnc(SCC(=O)NNC(=O)c2ccc(F)cc2)s1,18,27,4%,3%,
Cc1ccc(NC(=O)C(c2ccccc2)N2CCN(CC(=O)NC3CC3)CC2)cc1 (stereo not drawn),1.3,61,14%,3%,
CCc1ccccc1NC(=O)CN1CCN(C(=O)CNC(=O)c2ccc(N3CCCC3=O)cc2)CC1,-0.4,50,5%,-13%,
O=C(Cn1ccc(NC(=O)OCc2ccccc2)nc1=O)NCCCN1CCCC1=O,-0.3,60,-9%,-2%,
COc1ccccc1NS(=O)(=O)c1cc(NC(=O)c2ccc(Cl)nc2)ccc1N1CCCC1,-0.5,55,10%,15%,
CCC(C)N(C(=O)COC(=O)CN=C1NS(=O)(=O)c2ccccc21)C1CCS(=O)(=O)C1 (stereo not drawn),0.9,54,6%,-10%,
SMILES,NTR1 ag,NTR1 ag cell count 20 µM,MgcRacGAP inhibition,NS5 inhibitors,others
O=C(Nc1ccc(F)cc1)C(c1ccccc1)N1CCN(CC(=O)N2CCOCC2)CC1 (stereo not drawn),-1.8,56,1%,-4%,
COc1cc(OC)cc(-c2c(-c3cccs3)c3cc(-c4cnc(OC)nc4)ccc3n2C)c1,-0.4,50,0%,0%,
CCN(CC)S(=O)(=O)c1ccc(N2CCOCC2)c(NC(=O)COc2ccc(OC)cc2)c1,0.7,59,4%,-9%,
COC(=O)C[C@H](NC(=O)Cn1cnc2c(NCc3ccccc3)ncnc21)C(=O)OC,-1.4,68,10%,-3%,NS5 inhibitors pilot replicate=0.6
Cn1nnnc1SCC(=O)Nc1nc2c(F)c(F)c(F)cc2s1,1.1,69,8%,4%,
COc1ccc(Cl)cc1NC(=O)COc1ccc2c(c1)OCO2,1.4,50,2%,-3%,
CSc1nc(-c2ccccc2)nc(C(C)C)n1,2.4,53,3%,2%,
Cc1noc(C)c1C(=O)NC(Cc1c[nH]c2ccccc12)C(=O)O (stereo not drawn),0.1,38,-1%,-2%,
CC(C)(C)OC(=O)N1CCC(NC(=O)c2nc[nH]c2C(=O)N2CCN(C(=O)OC(C)(C)C)CC2)CC1,0.5,47,8%,-2%,
CN(C)S(=O)(=O)c1cccc(C(=O)Nc2cc(S(=O)(=O)N3CCOCC3)ccc2O)c1,0.0,53,5%,2%,
Cn1nc(C(=O)NNC(=O)c2cccc(Cl)c2)c2ccccc2c1=O,-2.3,38,9%,10%,
O=C(COC(=O)Cc1ccc(Cl)cc1)NCc1ccc2c(c1)OCO2,0.2,48,3%,2%,
O=C(CNC(=O)OCc1ccccc1)Nc1ccc(F)cc1,-0.6,73,0%,5%,
Cc1cc(C)cc(C(=O)OCC(=O)Nc2ncccn2)c1,2.4,92,4%,4%,
N#Cc1ccccc1NC(=O)CSc1n[nH]c(=O)n1C1CC1,-0.4,67,-2%,4%,
CN(CC1COc2ccccc2O1)C(=O)c1ccc(Cl)c(S(=O)(=O)N2CCCCCC2)c1 (stereo not drawn),3.1,68,8%,-12%,
O=C(NN=C(c1ccccc1)c1ccccn1)c1ccccc1,3.5,43,2%,0%,
Cc1cccc(NC(=O)[C@@H]2CCCN2C2=NS(=O)(=O)c3ccccc32)c1C,-0.9,60,7%,-5%,
Cc1nnc(SC(C)C(=O)Nc2ccc(Cl)cc2Cl)[nH]c1=O (stereo not drawn),1.1,55,8%,0%,
CCC1(c2ccc(F)cc2)NC(=O)N(CC(=O)N2CCc3ccccc32)C1=O (stereo not drawn),3.8,56,2%,-1%,
COc1ccc(C(=O)O)cc1S(=O)(=O)Nc1cc(Cl)ccc1N1CCOCC1,-1.5,52,2%,-2%,
CC1(C)CC(=O)C(CO)=C(c2cccc3ccccc23)C1=O,-2.1,51,1%,-7%,
O=[N+]([O-])c1ccc(Cl)c(S(=O)(=O)Nc2ccc3cn[nH]c3c2)c1,3.0,67,3%,6%,
COc1ccc(S(=O)(=O)N2CCOCC2)cc1NC(=O)CN(C)CC(=O)Nc1cccc(F)c1,-0.9,59,13%,-7%,
Cc1ccc2nc(COC(=O)c3ccc(Cl)nc3)cc(=O)n2c1,2.7,65,4%,2%,

# Fetched by structure from above (4):
SMILES,NTR1 ag,NTR1 ag cell count 20 µM,MgcRacGAP inhibition,NS5 inhibitors,others
CC1(C)CC(=O)C(CO)=C(c2cccc3ccccc23)C1=O,-2.1,51,1%,-7%,
Cc1cc(C)cc(C(=O)OCC(=O)Nc2ncccn2)c1,2.4,92,4%,4%,
CN(CC1COc2ccccc2O1)C(=O)c1ccc(Cl)c(S(=O)(=O)N2CCCCCC2)c1 (stereo not drawn),3.1,68,8%,-12%,
Cc1cccc(NC(=O)[C@@H]2CCCN2C2=NS(=O)(=O)c3ccccc32)c1C,-0.9,60,7%,-5%,

# Returning to the listing, starting 2 compounds before the break.
SMILES,NTR1 ag,NTR1 ag cell count 20 µM,MgcRacGAP inhibition,NS5 inhibitors,others
COc1ccc(S(=O)(=O)N2CCOCC2)cc1NC(=O)CN(C)CC(=O)Nc1cccc(F)c1,-0.9,59,13%,-7%,
Cc1ccc2nc(COC(=O)c3ccc(Cl)nc3)cc(=O)n2c1,2.7,65,4%,2%,
COc1cc(NC(=O)CNc2ccc(Cl)c(S(=O)(=O)N3CCOCC3)c2)cc(OC)c1,0.3,105,6%,-5%,
O=C(CNC(=O)C1CCCCC1)OC(C(=O)c1ccccc1)c1ccccc1 (stereo not drawn),-1.4,65,-2%,-10%,
O=C(NC1CCC(Oc2ccc(C(=O)O)cc2)CC1)NC12CC3CC(CC(C3)C1)C2 (stereo not drawn),2.6,56,13%,2%,
COc1ccc(C(=O)C(C)OC(=O)CNC(=O)c2ccco2)cc1 (stereo not drawn),1.7,71,2%,-10%,
CCOC(=O)C1=C(COC(=O)CCOc2ccc(OCC)cc2)NC(=O)NC1C (stereo not drawn),-0.5,53,-4%,-1%,
O=C(CSc1nnc(Nc2ccccc2)s1)NC1CCS(=O)(=O)C1 (stereo not drawn),1.7,70,1%,-1%,
COc1cc(-c2noc(C)c2C(=O)NCCCN2CCOCC2)cc(OC)c1OC,1.0,53,5%,-2%,
O=C(CN1C(=O)S/C(=C/c2cccs2)C1=O)N1CCCC1,3.4,57,1%,2%,
COc1ccc(-c2nnn(CC(=O)NC(=O)NC3CCCCC3)n2)cc1OC,-0.6,59,2%,6%,
CCCCC1(C)NC(=O)N(CC(=O)Nc2cc(S(=O)(=O)N3CCOCC3)ccc2Cl)C1=O (stereo not drawn),2.0,52,5%,-9%,

# The list is partial. The share of hits here may be higher or lower than overall.
